MsrA inh = bovine MsrA enzyme inhibitors, primary screen, biochemical, absorbance, HTS. Methionine sulfoxide reductase A (Bos taurus). purified bovine MsrA, absorbance read-out. inhibition, % at 15.5 µM. 360,000 compounds, 0.75% hits. AID 651718, 2012; in the data active = inhibition above about 4.5%;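 note: 0% = vehicle wells with enzyme and 100% = reference inhibitor wells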
NadD inh = inhibitors of S. aureus NadD, primary screen, biochemical, colorimetric, uHTS; purified NadD enzyme, colorimetric absorbance read-out; inhibition, % at 20 µM; 360,000 compounds, 0.78% hits; AID 602399, 2012; in the data active = inhibition above about 26%; note: some compounds past the cut are filed as inactive
Scp-1 inhibitor = Scp-1 phosphatase inhibitors, primary screen, biochemical, colorimetric, uHTS. Recombinant Scp1, phosphopeptide, malachite green phosphate absorbance. inhibition, % at 20 µM. 340,000 compounds, 0.88% hits;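 active = inhibition above about 50% at 20 µM, limit read from the data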;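 note: plate controls were DMSO wells with enzyme for no effect and wells lacking enzyme for full effect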
Target sequence (Q9GZU7 76-261 limits assumed): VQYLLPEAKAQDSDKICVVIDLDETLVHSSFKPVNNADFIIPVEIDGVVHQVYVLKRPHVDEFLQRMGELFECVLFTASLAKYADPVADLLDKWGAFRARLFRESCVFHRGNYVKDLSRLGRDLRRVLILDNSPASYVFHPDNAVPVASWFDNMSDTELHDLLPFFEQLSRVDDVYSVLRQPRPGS
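Assay system: SCP-1 catalytic fragment, aa 76-261 | Buffer or medium: Tris acetate buffer pH 5.5 with MgCl2 and Tween-20 | Compound: One concentration, 20 µM, with 1.0% DMSO | Also added: Phospho 17-mer peptide substrate | Signal: Absorbance at 630 nm | Incubation: 45 min enzyme reaction at room temperature | Measure: % inhibition of SCP-1 phosphate liberation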
CSN deneddyl inh = inhibitors of CSN-mediated cullin deneddylation, primary screen, biochemical, fluorescence polarization, uHTS | COP9 signalosome complex subunit 5 (Homo sapiens), Q92905 | Purified CSN, SCF-Nedd8-OG deneddylation | inhibition, % at 12.5 µM | 360,000 compounds, 0.38% hits;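 active = pattern-corrected inhibition above about 35%, with an unprinted fluorescence ratio check between 0.5 and 1.5, limit read from the data, passing the limit was not always enough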;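 note: 0% = enzyme with substrate and 100% = substrate without enzyme; some results filed as inactive read as strong as hits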
Target sequence (Q92905 whole entry, looked up, one chain of several): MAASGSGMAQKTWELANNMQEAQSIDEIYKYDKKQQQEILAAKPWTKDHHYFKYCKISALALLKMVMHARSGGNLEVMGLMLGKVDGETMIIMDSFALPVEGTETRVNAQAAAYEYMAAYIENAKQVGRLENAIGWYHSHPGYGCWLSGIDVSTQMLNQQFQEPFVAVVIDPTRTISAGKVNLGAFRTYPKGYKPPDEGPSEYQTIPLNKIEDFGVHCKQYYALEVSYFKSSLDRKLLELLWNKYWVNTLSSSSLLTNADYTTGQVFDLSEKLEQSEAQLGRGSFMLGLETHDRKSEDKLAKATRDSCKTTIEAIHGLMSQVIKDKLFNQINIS
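Material: purified human Csn5 enzyme expressed in HEK293T cells / Medium: Tris buffer pH 7.5, NaCl, DTT, Tween-20, trehalose, ovalbumin / Compound dosing: 12.5 µM single point / Schedule: 90 min incubation of compound, enzyme and substrate at room temperature / Signal: fluorescence polarization of the substrate / Control set: no-enzyme wells high, enzyme-with-substrate wells low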
DNMT1 inh = human DNMT1 methyltransferase inhibitors, primary screen, biochemical, molecular beacon, fluorescence, HinP1I cleavage, uHTS; 360,000 compounds, 0.83% hits; DNA (cytosine-5)-methyltransferase 1 (Homo sapiens), P26358; inhibition (reported as % activation of signal), % at 10 µM; in the data active = inhibition above about 50%
TbMetRS inhib = T. brucei MetRS inhibitors, primary screen, biochemical, luminescence; 360,000 compounds, 0.4% hits; inhibition, % at 11.9 µM; purified T. brucei MetRS, ATP depletion, Kinase-Glo luminescence; AID 624268, 2012;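 active = inhibition above a per-plate cutoff of the control wells' mean inhibition plus 3 SD, cut at about 5.5% in these data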;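 note: 0% = DMSO wells median and 100% = median of wells with control inhibitor compound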
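Dosing: 11.9 µM single point; system: parasite MetRS enzyme; technique: luminescence of leftover ATP; times: 15 min enzyme-compound preincubation, 2 h reaction, 10 min detection, 25 °C; replicates: each compound tested once; read-out basis: percent inhibition relative to median high and low control wells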
Rpn11 inh = Rpn11 (PSMD14) deubiquitinase inhibitors, primary screen, biochemical, fluorescence polarization, uHTS; 360,000 compounds, 0.59% hits; human 26S proteasome, Ub4-pepOG fluorescence polarization; 20S core pre-blocked with epoxomicin; 26S proteasome non-ATPase regulatory subunit 14 (Homo sapiens), O00487; calls only at 20 µM;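 active = inhibition at 20 µM, scaled to each plate's controls, above about 33%, limit read from the data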
Target sequence (O00487 whole entry, looked up): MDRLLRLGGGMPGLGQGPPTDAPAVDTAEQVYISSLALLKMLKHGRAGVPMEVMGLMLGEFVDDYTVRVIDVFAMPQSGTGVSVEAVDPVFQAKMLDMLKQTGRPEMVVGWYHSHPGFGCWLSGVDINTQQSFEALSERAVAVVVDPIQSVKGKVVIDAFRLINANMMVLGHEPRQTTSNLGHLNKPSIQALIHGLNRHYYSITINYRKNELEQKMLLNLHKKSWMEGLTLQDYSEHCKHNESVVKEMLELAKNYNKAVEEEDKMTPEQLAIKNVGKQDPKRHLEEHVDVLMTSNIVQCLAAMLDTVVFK
LMPTP block = LMPTP phosphatase inhibitors, primary screen, biochemical, fluorescence intensity, uHTS; Low molecular weight phosphotyrosine protein phosphatase (Homo sapiens), P24666; recombinant LMPTP-A, OMFP fluorogenic substrate; inhibition, % at 20 µM; 360,000 compounds, 0.22% hits; AID 651560, 2012;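 active = compounds that cut the enzyme signal by at least half of the control window in the single-dose screen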;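 note: plate controls were DMSO wells with enzyme plus substrate for no effect and substrate without enzyme for full effect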
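Test system: LMPTP-A phosphatase enzyme; input: 0.625 nM LMPTP-A final; reagent: OMFP substrate, 400 µM final; compound dosing: 20 µM single dose, 3% DMSO; incubation: 50 min dark incubation at room temperature; measured by: endpoint fluorescence intensity from OMFP dephosphorylation; measure: % inhibition relative to no-enzyme and uninhibited control wells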
SUMO1-SIM PPI = modulators of SUMO1 protein-protein interactions, primary screen, biochemical, uHTS; inhibition, % at 20 µM; 360,000 compounds, 0.33% hits; AID 602429, 2012; SUMO1 binding to a labelled peptide, TR-FRET, 1 h; Small ubiquitin-related modifier 1 (Homo sapiens), P63165; in the data active = inhibition above about 37%
Target sequence (P63165 whole entry, looked up): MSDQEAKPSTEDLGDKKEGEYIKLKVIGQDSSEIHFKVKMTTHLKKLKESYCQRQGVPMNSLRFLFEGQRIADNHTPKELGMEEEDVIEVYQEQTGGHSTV
STEP inh = STEP phosphatase inhibitors, primary screen, biochemical, fluorescence intensity, uHTS; recombinant STEP, OMFP fluorogenic substrate; inhibition, % at 20 µM; 360,000 compounds, 0.25% hits; Tyrosine-protein phosphatase non-receptor type 5 (Homo sapiens), P54829; AID 588621, 2011;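 active = inhibition at 20 µM, scaled per plate between control wells, above about 37%, limit read from the data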;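 note: 0% = DMSO with enzyme and substrate and 100% = substrate only without enzyme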
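Test system: STEP tyrosine phosphatase / Reagent: OMFP at 25 µM / Doses: 20 µM, 1% DMSO / Read-out: percent inhibition scaled to no-enzyme and uninhibited-enzyme controls, plate-pattern corrected / Detection: FITC-channel fluorescence of OMFP product / Medium: Bis-Tris buffer pH 6.0, 2.5 mM DTT, 0.005% Tween 20 / Schedule: 20 min at room temperature, dark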
Numbers without * were called inactive; i = inactive; . = not tested or not shown.

Molecule	MsrA inh	NadD inh	Scp-1 inhibitor	CSN deneddyl inh	DNMT1 inh	TbMetRS inhib	Rpn11 inh	LMPTP block	SUMO1-SIM PPI	STEP inh
COc1ccc(C(=O)CNc2ccccc2C#N)cc1	-0.6	0	1	4	-5	0.3	i	1.8	-1	0
CCn1c(SCc2nc(N)nc(N3CCCCC3)n2)nc2c1c(=O)n(C)c(=O)n2C	1.2	0	4	-3	2	-1.2	i	-2.0	1	2
COc1ccc(C(CNC(=O)c2cc3ccccc3o2)N2CCCCC2)cc1 (centres undefined)	-0.3	-5	-14	1	-1	-0.5	i	-0.5	-2	-3
CCOc1ccc(N2CC(C(=O)Nc3ccc4c(c3)OCCO4)CC2=O)cc1 (centres undefined)	-0.5	-6	-5	0	0	-0.5	i	3.1	1	-2
Cc1cnc(NC(=O)CCNC(=O)c2ccc([N+](=O)[O-])cc2)s1	0.5	5	1	-3	-2	2.5	i	-1.1	-13	-1
CNC[C@@H](C)NC[C@@H](Cc1ccccc1)NCCc1ccccc1	-1.4	-1	24	4	-1	-0.3	i	-1.7	-5	-3
COc1cc(NC(=O)COc2ccccc2)c(OC)cc1NC(C)=O	-0.7	-1	-6	-2	1	-0.9	i	-0.7	-5	1
COC(=O)C1=C(C)N(Cc2ccco2)C(=O)N[C@@H]1c1ccccc1	1.0	-4	-6	0	2	-0.2	i	-0.6	5	-2
CN(C)c1ccc(/C=N/Nc2cccc(C(=O)O)c2)cc1	5.1*	-1	5	1	2	-0.7	i	3.3	-15	0
OC1(c2ccc(F)cc2)CCN(Cc2nnnn2Cc2cccs2)CC1	-0.2	-4	3	4	-1	-1.3	i	-2.7	3	0
COCC(=O)N1CCC(Oc2ccc(C(=O)N3C[C@H]4CC[C@H]3C4)cc2)CC1	-0.3	-1	-5	1	2	-0.2	i	-0.1	2	-1
CN(C)c1ccc2c(c1)C(=NO)c1ccccc1-2	.	1	2	1	-17	-0.4	i	2.7	-26	0
CCCCNC(=S)N(CCN(CC)CC)Cc1cc2cc3c(cc2[nH]c1=O)OCO3	2.6	-5	6	1	-3	8.8*	i	1.4	1	3
Nc1ccc(C(=O)NC2CCSc3ccccc32)cc1[N+](=O)[O-] (centres undefined)	0.3	-2	-10	-3	-4	-0.3	i	1.1	-21	0
COCCNC(=O)c1cc(S(=O)(=O)N2CCCCC2)ccc1N1CCOCC1	2.7	11	4	-2	1	-0.5	i	-9.7	-19	0
COc1ccc(N(C)C(=O)C2CCN(S(=O)(=O)c3cccc4nonc34)CC2)c(OC)c1	1.4	-3	15	5	0	0.5	i	-0.2	-36	2
Cc1ccc(-c2nc(CS(=O)CC(=O)N3CCN(c4ccc(F)cc4)CC3)c(C)o2)cc1 (centres undefined)	0.9	7	-7	2	-1	0.2	i	-0.1	2	1
CC1CC(Nc2ccccc2)c2ccccc2N1C(=O)c1cccnc1 (centres undefined)	-0.4	-2	0	1	-5	0.0	i	-1.0	3	-3
CN(Cc1nccn1C)C(=O)c1ccc2nc(Cc3ccccc3F)oc2c1	0.5	1	-14	-1	1	0.3	i	-1.3	1	-3
Cc1ccc(C)c(CSc2nnc(-c3ccccn3)n2N)c1	-0.5	2	5	-1	-3	0.5	i	-0.7	1	-3

(more compounds)
Order of values: MsrA inh | NadD inh | Scp-1 inhibitor | CSN deneddyl inh | DNMT1 inh | TbMetRS inhib | Rpn11 inh | LMPTP block | SUMO1-SIM PPI | STEP inh
- CC(=O)NCCn1c(SCC(=O)NCCC(C)C)nc2ccccc2c1=O
    0.8 | 1 | -3 | 2 | -1 | -0.5 | i | -2.9 | 2 | 0
- CCCCN(Cc1cc2cc(OC)ccc2[nH]c1=O)C(=O)c1ccco1
    1.4 | 1 | -7 | 6 | -1 | -0.6 | i | 0.3 | 7 | 2
- CCn1c(=NC(=O)CS(=O)(=O)c2ccc(F)cc2)sc2cccc(OC)c21
    0.8 | -6 | -8 | 3 | 19 | -0.6 | i | 1.6 | -45 | 1
- Cc1cccc(C)c1N1CCN(S(=O)(=O)N2CCOCC2)CC1
    -0.6 | -2 | 2 | 1 | -8 | 0.1 | i | 1.0 | -5 | 1
- COc1ccc(Sc2nc(-c3ccccn3)ncc2OC)cc1
    1.8 | 16 | -3 | -8 | -3 | -0.1 | i | 3.8 | 0 | 3
- CC(C)Oc1ncnc2c1[nH]c1ccccc12
    0.0 | -4 | -19 | 2 | 2 | -0.3 | i | -0.2 | 3 | -2
- N#C/C(=N\Nc1ccc(Br)cc1)C(=N)N1CCOCC1
    1.4 | -3 | -8 | -2 | -1 | 0.1 | i | 1.1 | -7 | 6
- Cn1c(SCC(=O)Nc2cccc(S(=O)(=O)NC3=NCCCCC3)c2)nnc1-c1ccccc1
    0.0 | 0 | -3 | 5 | 4 | -0.4 | i | 0.1 | 3 | -1
- Cc1cc(C(=O)NCC(c2cccs2)N2CCOCC2)ccc1[N+](=O)[O-] (centres undefined)
    1.3 | 1 | -14 | -2 | -9 | -0.2 | i | -8.5 | -108 | 0
- O=C(NCC1CC1)c1ccc2sc([C@@H]3O[C@H](CO)[C@H](O)[C@H](O)[C@H]3O)nc2c1
    0.5 | 4 | . | 3 | 8 | -0.1 | i | -0.9 | -3 | 0
- CCOC1CCCCC1NS(=O)(=O)c1ccc(Cl)cc1 (centres undefined)
    -0.5 | -1 | 4 | 3 | -2 | -1.4 | i | -0.7 | -4 | 0
- O=C(O)c1ccccc1N(Cc1ccccc1)C(=O)CO/N=C/c1ccccc1
    -0.2 | 6 | -4 | 0 | -1 | -1.0 | i | -0.8 | 0 | 1
- O=C(CCC(=O)c1ccccc1)Nc1ccccc1
    0.8 | -1 | 2 | 3 | 0 | -0.1 | i | -2.3 | 5 | -2
- O=C(Nc1nnc(C2=COCCO2)o1)c1ccc([N+](=O)[O-])cc1
    0.1 | 7 | -5 | -2 | 0 | 0.1 | i | -1.6 | -26 | 4
- O=C(O)c1ccc(CSc2nnc(SCc3ccccc3)s2)cc1
    0.3 | -6 | -5 | -4 | 1 | -0.5 | i | -1.6 | 8 | 5
- O=C(CNC(=O)c1ccc(Br)cc1)NCC(=O)OCc1ccc(Cl)cc1
    1.6 | -2 | -6 | 3 | 0 | 4.7 | i | -0.3 | 1 | -4
- Cc1cccc(NC(=O)Cn2c(=O)oc3cc(S(=O)(=O)N4CCCC4)ccc32)n1
    0.3 | 1 | 1 | 0 | -1 | -0.2 | i | -1.1 | -2 | 0
- COc1ccc(C(=O)N2CCC(C)(C(=O)O)C2)c(OC)c1 (centres undefined)
    0.0 | 0 | . | -1 | 2 | 0.2 | i | -0.8 | 1 | -3
- O=S(=O)(Nc1ccc(N2CCOCC2)cc1)c1ccc(Cl)s1
    -1.0 | -3 | 5 | -3 | -8 | -0.1 | i | -0.4 | 2 | -3
- COC(=O)c1ccc(N2CCN(C)CC2)c(NC(=O)c2ccc(-c3ccc(Cl)cc3)o2)c1
    . | -4 | 1 | 2 | -1 | 0.6 | i | 3.8 | -5 | 1

A draw from above in order of length of the SMILES, descending:
Order of values: MsrA inh | NadD inh | Scp-1 inhibitor | CSN deneddyl inh | DNMT1 inh | TbMetRS inhib | Rpn11 inh | LMPTP block | SUMO1-SIM PPI | STEP inh
- Cc1cccc(NC(=O)Cn2c(=O)oc3cc(S(=O)(=O)N4CCCC4)ccc32)n1
    0.3 | 1 | 1 | 0 | -1 | -0.2 | i | -1.1 | -2 | 0
- O=C(O)c1ccccc1N(Cc1ccccc1)C(=O)CO/N=C/c1ccccc1
    -0.2 | 6 | -4 | 0 | -1 | -1.0 | i | -0.8 | 0 | 1
- O=S(=O)(Nc1ccc(N2CCOCC2)cc1)c1ccc(Cl)s1
    -1.0 | -3 | 5 | -3 | -8 | -0.1 | i | -0.4 | 2 | -3
- O=C(CCC(=O)c1ccccc1)Nc1ccccc1
    0.8 | -1 | 2 | 3 | 0 | -0.1 | i | -2.3 | 5 | -2

The results go on.
Order of values: MsrA inh | NadD inh | Scp-1 inhibitor | CSN deneddyl inh | DNMT1 inh | TbMetRS inhib | Rpn11 inh | LMPTP block | SUMO1-SIM PPI | STEP inh
- COC(=O)c1ccc2c(=O)n(C3CCCCC3)c(SCC#N)nc2c1
    -1.7 | -5 | -7 | -5 | -4 | -0.3 | i | 1.1 | -1 | -2
- Cc1ccc(S(=O)(=O)CCC(=O)N(C)C2CCCCC2)cc1
    -0.7 | 0 | -1 | 2 | -1 | 0.1 | i | -1.8 | 3 | 0
- CCCn1c(SC(C)C(=O)NC2CC2)nnc1-c1ccncc1 (centres undefined)
    -0.6 | 2 | -3 | 0 | 8 | -0.4 | i | -0.6 | -4 | -2
- CN(C)S(=O)(=O)c1ccc(C(=O)NCC(=O)N/N=C/c2ccccc2)cc1
    -0.4 | -1 | -4 | 2 | -1 | -0.2 | i | -0.4 | -3 | -4
- CCn1c(Cn2nnc(-c3ccccc3)n2)nnc1SCC(=O)Nc1cccc(C)c1C
    -0.4 | -5 | -7 | 0 | 1 | 0.1 | i | -0.8 | -1 | 1
- Cc1ccc(C(=O)OCC(=O)N2CC(=O)Nc3ccccc32)s1
    0.8 | -1 | 0 | 2 | 1 | -0.3 | i | -1.5 | -1 | 0
- Cn1c(SCC#N)nc2ccccc2c1=O
    -0.9 | -4 | -7 | -2 | 0 | -0.3 | i | -1.5 | -6 | 0
- O=C(O)c1ccc(N/N=C/C2=Cc3ccccc3OC2)cc1
    4.3 | -5 | -7 | 5 | 0 | -0.5 | i | 0.5 | -19 | 0
- Cn1cccc1C(=O)OCC(=O)Nc1sccc1C#N
    1.3 | 1 | 7 | 0 | -3 | -0.5 | i | 0.7 | 0 | -1
